Compound activity deposited in PubChem by several laboratories.
HSP90 inh: HSP90 inhibitors, primary screen, cell lysate, luminescence. Heat shock protein HSP 90 (rabbit reticulocyte lysate; luciferase refolding). Rabbit reticulocyte lysate, luciferase refolding luminescence, 3 h. inhibition, % at 5.6 µM. hit rate 0.91% among 290,000. AID 1789, 2009;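 active = inhibition above the screen-wide mean plus 3 SD, computed separately per campaign, cut at about 16% in these data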;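 note: 0% = DMSO wells and 100% = 60 µM geldanamycin wells; inhibitors lower the luminescence because luciferase stays unfolded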
aSyn 5UTR inh: MLPCN primary screen, SNCA 5' untranslated region. alpha-synuclein 5'UTR reporter, inhibitor activity. inhibition, % (tested at 7.5 µM). hit rate 0.82% among 300,000; in the data active = inhibition above about 60%;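 note: H4 neuroglioblastoma cells stably carrying SNCA 5'UTR luciferase fusion; 0% = DMSO wells and 100% = positive control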
HSF-1 act: HSF-1 activators, primary screen, NIH3T3-HGL cells, MG132 stress, luminescence, single point | NIH3T3-HGL HSF-1 luciferase reporter, 8 h; 100% = twice DMSO control signal | hit rate 1.7% among 300,000 | activation, % at 9 µM;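 active = mean replicate activation of at least 50% with a set share of replicates each reaching 50%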;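 note: 0% = median of the neutral control wells and 100% = twice that signal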
Platelet DG rel: inhibitors of platelet dense granule secretion, primary screen, cell-based, MLPCN, human platelets. human platelet-rich plasma, SFLLRN dense granule ATP release, luminescence. hit rate 0.22% among 300,000. inhibition, %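 (compounds screened at 7.5 µM in platelet-rich plasma)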. AID 1663, 2009;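 active = mean replicate score, as percent of positive control, at or above 50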
HIF activator: HIF pathway transcriptional activators, primary screen, cell-based, U2OS HRE-luciferase, luminescence; U2OS HRE-luciferase reporter; normalized: DMSO 0%, desferrioxamine 100%; activation, % at 7.5 µM (by protocol); hit rate 0.32% among 300,000; AID 1910, 2009;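 active = mean activation of at least 10% of the iron chelator positive control signal, with at least half of replicates also reaching 10%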
SKKanGAS inh: S. pyogenes SKKanGAS growth inhibitors in kanamycin, primary screen, streptokinase expression inhibitor project, SKKanGAS strain, BacTiter-Glo luminescence | 6 h | inhibition, % at 7.5 µM | hit rate 1.3% among 300,000 | AID 1662, 2009;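 active = mean replicate score, as percent of positive control median, at least 50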;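 note: strain carries kanamycin resistance gene driven by streptokinase promoter and grows in 40 µg/ml kanamycin; loss of luminescence reflects streptokinase promoter inhibition or plain growth inhibition; 0% = median of DMSO wells and 100% = positive control at its reference dose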
HSF1 inh: HSF1 inhibitors in luciferase reporter cells, primary screen, cell-based, NIH3T3, luminescence; NIH3T3-HGL HSE-luciferase, MG132-induced, luminescence 8 h; active compounds read low; activity change, negative = inhibition, % at 7.5 µM (by protocol); hit rate 0.77% among 300,000; AID 2098, 2009;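 active = more than half of replicate wells show activity change below -50%, luminescence cut by over half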;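 note: luciferase reports HSF-1 transcriptional activity via heat shock element; 0% = median of DMSO wells and -100% = zero luminescence signal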
IEC-6 cytotox: cytotoxicity in IEC-6 intestinal epithelial cells, primary screen, cytotoxicity control for KLF5 inhibitor project, cell-based, luminescence | hit rate 0.78% among 290,000 | AID 1825, 2009 | inhibition, % at 5 µM | IEC-6 cytotoxicity, luminescence viability; in the data active = inhibition above about 22%;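 note: 0% = plate median of test compound wells and 100% = cytotoxic reference compound wells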
KLF5 inh: KLF5 expression inhibitors, primary screen, DLD-1 cells, luminescence; hit rate 0.23% among 290,000; DLD-1 KLF5 promoter-luciferase reporter; inhibition, % at 5 µM;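 active = inhibition above a per-plate limit of that plate's mean compound inhibition plus 3 SD, cut at about 60% in these data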;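 note: 0% = DMSO wells and 100% = LY294002 at 200 µM; higher means less KLF5 promoter-driven luciferase light; inactives centre near -14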
AI-2 QS modul: Vibrio harveyi AI-2 quorum sensing modulators, primary screen, JMH597 strain, luminescence/OD600 ratio; Vibrio harveyi JMH597 AI-2 luminescence/OD600 ratio, 9 h; active compounds read low; strain lacks LuxN and CqsS sensors; 0 = neutral-control median; activity change, % at 7.5 µM; hit rate 0.4% among 300,000; in the data active = activity change below about -75%, passing the limit was not always enough;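 note: luminescence divided by OD600 gain over 9 h not by final OD600 alone; inactives centre near 13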
The depositor's hits bear a star; / = not tested or not shown. Rows were taken by chance; any-hit rate near 6%.

SMILES	HSP90 inh	aSyn 5UTR inh	HSF-1 act	Platelet DG rel	HIF activator	SKKanGAS inh	HSF1 inh	IEC-6 cytotox	KLF5 inh	AI-2 QS modul
COc1cc(/C=C/C(=O)O)cc(S(=O)(=O)N2CCc3ccccc3C2)c1OC	-3	13	14	1	0.1	0	0	-1	-2	37
Fc1ccccc1C1CC(c2ccco2)=Nc2ccccc2S1 (stereo not given)	13	-60	-29	3	1.5	7	-27	4	-32	13
CCOc1ccc(NC(=O)/C(C=Nc2ccccc2)=C(\C)O)cc1	-3	-5	-13	16	0.5	21	0	-10	-18	25
O=C(NNC(=O)c1cc2ccccc2cc1O)Nc1ccccc1F	5	-9	-9	-6	0.0	3	2	2	-18	13
CCOC(=O)c1c(S(=O)(=O)N2CCCC(C)C2)c(C)n(C)c1C (stereo not given)	1	15	-13	-8	-0.7	-2	-6	-2	-31	-10
O=S(=O)(Nc1cccnc1)c1cccc(C(F)(F)F)c1	0	9	2	-8	0.2	-5	-1	-5	-32	21
O=C(Nc1cccnc1)C1CCN(S(=O)(=O)c2cccs2)CC1	0	-108	1	1	1.0	-13	-6	3	-10	25
COc1ccc(/C=N/NC(=O)c2[nH]c3ccc(Cl)cc3c2-c2ccccc2)c(C(=O)O)c1OC	1	0	-9	4	-1.9	2	-19	88*	-9	18
CC(=O)Nc1ccc(S(=O)(=O)N2CCN(Cc3cccc([N+](=O)[O-])c3)CC2)cc1	-5	11	14	5	0.1	-9	1	-6	-4	13
CC(=O)Nc1ccc(S(=O)(=O)NCc2ccc(C(=O)NCCCN3CCC(C)CC3)cc2)cc1	-6	-17	11	4	-0.3	-3	5	-3	0	11
Nc1nc(SCc2ccccc2)n[nH]1	-2	1	7	-23	0.2	8	-3	-1	-22	22
COc1ccc(C(=O)Nc2ncccc2C)cc1S(=O)(=O)N1CCOCC1	/	7	3	4	2.9	-10	-1	/	/	24
CCCCCCN(C(=O)CCCCCN1C(=O)NC(c2ccc(C3CCCCC3)cc2)C(C(=O)OCc2ccccc2)=C1C)C(C(=O)NCCCC)c1ccc(OCC(=O)OC)c(C(=O)OC)c1 (stereo not given)	/	2	8	0	-0.7	9	-4	/	/	-7
CCCCNC(=O)O[C@@H]1C[C@H]2CCC(=O)N3CC[C@@H](C1)[C@@H]23	-3	11	1	5	-1.4	2	0	1	-20	14
CC1(c2nnc(-c3cccc(Cl)c3)o2)CC(c2ccc(F)cc2)=NO1 (stereo not given)	/	-9	-8	-3	0.0	-10	0	/	/	6
Cc1c(C(=O)NCc2cccs2)oc2ccc(Br)cc12	-2	-12	21	0	1.2	14	19	0	-51	10
Cc1ccc(N(CC(=O)Nc2ccc(-c3nc4ccc(C)cc4s3)cc2)S(C)(=O)=O)cc1	1	-203	23	-25	2.2	2	19	2	-56	22
O=C1c2ccccc2C(=O)N1CN(C(=O)COc1ccccc1)c1ccccc1	-1	7	-7	0	/	-2	-1	0	-15	29
CCCCN(CC)c1nc(-c2ccncc2)nc2ccccc12	4	30	-3	-6	1.5	9	-10	1	-3	1
O=C(CSC1=NC(=O)C(c2ccccc2)C(=O)N1)Nc1ccccc1[N+](=O)[O-] (stereo not given)	-3	-41	-12	1	0.4	-1	-9	-4	1	9

Exported in CSV form: 2 of the compounds above
SMILES,HSP90 inh,aSyn 5UTR inh,HSF-1 act,Platelet DG rel,HIF activator,SKKanGAS inh,HSF1 inh,IEC-6 cytotox,KLF5 inh,AI-2 QS modul
CC(=O)Nc1ccc(S(=O)(=O)N2CCN(Cc3cccc([N+](=O)[O-])c3)CC2)cc1,-5,11,14,5,0.1,-9,1,-6,-4,13
CC(=O)Nc1ccc(S(=O)(=O)NCc2ccc(C(=O)NCCCN3CCC(C)CC3)cc2)cc1,-6,-17,11,4,-0.3,-3,5,-3,0,11

Continuation:
SMILES	HSP90 inh	aSyn 5UTR inh	HSF-1 act	Platelet DG rel	HIF activator	SKKanGAS inh	HSF1 inh	IEC-6 cytotox	KLF5 inh	AI-2 QS modul
COc1ccccc1N(CC(N)=O)S(=O)(=O)c1ccc(C)cc1	-1	12	-7	-2	0.1	-1	-1	0	1	1
Oc1c(Br)cc(Br)cc1CNc1ccccn1	-4	-7	-9	4	0.0	15	4	-3	-7	6
Cc1cc(C)n(-c2ccc(C(=O)Nc3nnc(C)s3)cc2)n1	4	-50	-7	12	0.3	-4	7	7	-30	14
COc1cccc(/C=C/C(=O)OCC(=O)Nc2ccc3[nH]c(=O)[nH]c3c2)c1OC	/	4	3	3	-0.5	17	-5	/	/	37
COc1ccc(OC)c(S(=O)(=O)N2c3ccccc3CC2C)c1 (stereo not given)	-1	34	20	-4	-0.1	0	3	-1	-7	-3
CC(C)(C)OC(=O)N1CCC(C(N)=O)CC1	-6	-14	-3	3	0.1	-1	5	-3	-12	-1
O=C(Nc1ccccc1)[C@@H]1CC=C[C@@H]2CCN(Cc3ccc(Cl)c(Cl)c3)C(=O)[C@@H]21	/	11	-6	-1	-1.7	20	1	/	/	22
COc1cc(C(=O)OCC(=O)Nc2ccc(OC(F)F)cc2)cc(OC)c1OC	1	5	5	13	-0.1	9	-2	1	-3	21
Cc1cccc(N2CCCC2=Nc2ccc(Br)cc2C#N)c1	-3	5	3	1	/	4	11	-1	-16	25
Cc1cc(F)ccc1NCC(=O)Nc1ccc(Br)cc1C	6	43	9	-12	-0.4	6	10	-3	-11	33
CC(C)=CCc1c(O)cc(O)c2c(=O)c3c(CC=C(C)C)c(O)ccc3oc12	/	16	21	-1	0.5	106*	5	/	/	13
Cc1ccnc(NC(=O)CCC(=O)c2cccs2)c1	/	84*	-38	14	-3.1	-2	-29	/	/	9
Nc1c(Cl)c(Cl)nc(C(=O)OCC(=O)N2CCCC2=O)c1Cl	/	3	-9	-27	-0.2	-8	0	/	/	42
O=C(Cn1nnc(-c2ccc3c(c2)OCO3)n1)Nc1ccccc1C(=O)O	0	-21	2	-9	0.6	-6	2	1	-38	19
COc1ccc(CNC(=O)CCNS(=O)(=O)c2ccc3c(c2)oc(=O)n3C)cc1	3	-12	4	1	/	-2	0	2	-5	-10
CCOc1ccc(NCc2cccn2-c2nnc(N3CCC(C(=O)NCCCN4CCCCC4)CC3)s2)cc1	0	-13	-68	16	0.1	-2	-57*	-4	-9	7
COc1cc(/C=N\NC(=O)Cn2nnc3ccccc32)cc(OC)c1OC	0	11	-8	-9	0.7	-1	4	-1	-22	-87*
Cn1nc(-c2ccc(Cl)cc2)c2cc(C(=O)N3CCOCC3)sc21	0	-54	-2	-15	/	-5	-3	7	-8	14
O=C(CN1C(=O)COc2ccc(S(=O)(=O)N3CCCCC3)cc21)NCc1ccc(F)cc1	-4	0	-1	-1	0.2	103*	-1	-1	-15	33
COc1cc(NC(=S)NCCc2ccccc2)c(OC)cc1NC(=O)CC(C)C	4	12	-2	3	-0.4	-1	8	6	2	16
O=[N+]([O-])c1ccc(/C=C/c2ccc3cccc([N+](=O)[O-])c3n2)cc1	-3	-92	50	3	0.3	-1	14	-2	-15	-5
C/C(=N/NC(=O)C(O)(c1ccccc1)c1ccccc1)c1ccc([N+](=O)[O-])o1	-2	-66	24	-3	0.2	30	14	-4	0	96
C=CCn1c(SCC(=O)Nc2ccc(F)cc2F)nnc1-c1cnccn1	-6	-107	20	-7	2.6	-2	12	-12	-49	13
Cn1c(N)c(C(=O)COC(=O)c2cnc(Cl)c(Cl)c2)c(=O)n(C)c1=O	-2	-18	-5	11	0.1	-1	2	-1	-22	8
CCCCNc1cc(NC(C)=O)cc2cc(OC)c(OC)cc12	2	3	76*	-20	-0.4	-6	59	17	-6	18
O=c1cc(CSc2nnc(NC3CCCCC3)s2)nc2sccn12	3	-3	8	3	-0.1	3	-1	-3	-6	42
Cc1nc2ccc(NC(=O)c3ccc(Cl)c(S(=O)(=O)N(C)c4ccccc4)c3)cc2s1	0	18	-9	2	-17	17	-8	9	-21	14
COC(=O)c1sccc1N(C)S(C)(=O)=O	2	-9	-5	2	-0.2	-1	-18	2	-17	14
CCCn1nc(CC(=O)O)c2ccccc2c1=O	0	-19	-3	18	0.1	-12	-5	-4	3	-2
C/C(=N\Nc1ccc([N+](=O)[O-])cc1)c1ccc(N2CCOCC2)cc1	0	-33	21	6	0.8	-2	17	1	-29	10
O=C(COc1ccc(Br)cc1)N/N=C1/SCC(=O)N1Cc1ccccc1	4	-3	7	-2	0.1	-3	8	-8	-37	-21
CN1CCN(C/C(=C2/N=C(c3ccccc3)OC2=O)N(C)C)CC1	2	-20	22	-5	0.0	3	0	-7	-47	49
CCOc1ccc(NC(=S)N2CCc3cc(OC)c(OC)cc3C2COc2ccc3c(C)cc(=O)oc3c2)cc1 (stereo not given)	5	45	24	-1	-0.5	11	14	-1	11	3
Cc1ccc(-n2c(-c3cccs3)nc3nc4ccccc4nc32)cc1	2	9	-13	-9	0.1	2	0	-6	-22	6
CCOC(=O)c1ccc(N=NN(C)C)cc1	-3	-156	-3	-4	3.3	0	11	-6	-40	35
N#C/C(=C\c1c(Oc2ccccc2F)nc2ccccn2c1=O)C(=O)NC1CCS(=O)(=O)C1 (stereo not given)	0	16	6	5	0.1	3	9	-3	-6	19
CC(C)=CCN1CCN(Cc2cnc(C)s2)CC1CCO (stereo not given)	-2	4	-5	2	-0.4	-3	-5	1	-7	3
CN1CCN(C2Cc3cc(Cl)ccc3Sc3cc(F)ccc32)CC1 (stereo not given)	/	101*	-1	0	-1.3	7	5	/	/	8
Cc1nc2cc(NC(=O)NC(C)(C)C)ccc2n1C	0	-13	0	0	0.0	-1	-1	-1	-49	12
CC(=O)c1ccc(NC(=S)NCc2ccco2)cc1	-7	-67	-25	-13	-0.6	-6	-23	2	-18	22
c1cncc(-c2cn(C[C@H]3CC[C@@H]([C@@H]4CC[C@H](Cn5cc(-c6cccnc6)nn5)O4)O3)nn2)c1	0	7	-18	-5	-0.2	-4	-3	-5	-7	6
C=CCOc1ccc(/C=C/C(=O)OCC(=O)NC2CCCCCC2)cc1	1	9	17	0	0.8	-12	-4	-5	-34	27
C[C@H]1C=C(C(=O)NCc2nc3ccccc3[nH]2)O[C@@H](OCc2ccc(CO)cc2)C1	/	-9	-19	1	1.7	-5	1	/	/	9
COc1ccc(N2C(=S)NC3CS(=O)(=O)CC32)cc1 (stereo not given)	5	-12	20	-4	0.0	-7	-4	-7	-3	-7
COc1ccc2oc(C(=O)OCC(=O)NCc3ccccc3OC)c(C)c2c1	/	2	18	-5	-0.1	-3	-1	/	/	18
Cc1csc2c(C#N)c(=O)c3c(n12)CCC3	6	18	-6	-3	-0.3	-7	4	1	-7	-6
Cc1ccc(NC(=O)CSc2nc3ccccc3c(=O)n2CCCN2CCCCC2)cc1C	5	4	1	-3	-0.4	5	3	10	-20	13
CC(C)C(c1nnnn1C1CCCC1)N1CCCc2ccccc21 (stereo not given)	-3	-2	0	-4	-0.5	1	6	1	-7	15
